bIAP inhibitor = blocks bovine intestinal alkaline phosphatase activity; AID 1019; 190,000 tested, under 10 active; inhibition, % at 20 µM; purified bovine IAP, CDP-star luminescence, 30 min;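 active = over 50% inhibition of intestinal alkaline phosphatase at 20 µM in the single-dose screen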
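System: Purified bovine intestinal alkaline phosphatase (IAP) enzyme | Input: IAP diluted 1/65,000,000 in the well | Also added: CDP-star chemiluminescent phosphatase substrate, 30 µM final | Dosing: 20 µM single dose | Times: Enzyme reaction for 30 min at room temperature | Detection: Luminescence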
ROMK mod = modulators of human ROMK potassium channel; B-score at 10 µM; Tet-inducible ROMK, thallium flux fluorescence; actives lie on both sides; AID 1918; P48048; 130,000 tested, 2% active;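 active = signal ratio slope over the read window, or its plate-corrected B-score, at least 3 SD from the plate mean, either direction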;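 also: B-score of the F/F0 ratio slope over 7 to 12 s after thallium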
Target sequence (P48048 whole entry, looked up): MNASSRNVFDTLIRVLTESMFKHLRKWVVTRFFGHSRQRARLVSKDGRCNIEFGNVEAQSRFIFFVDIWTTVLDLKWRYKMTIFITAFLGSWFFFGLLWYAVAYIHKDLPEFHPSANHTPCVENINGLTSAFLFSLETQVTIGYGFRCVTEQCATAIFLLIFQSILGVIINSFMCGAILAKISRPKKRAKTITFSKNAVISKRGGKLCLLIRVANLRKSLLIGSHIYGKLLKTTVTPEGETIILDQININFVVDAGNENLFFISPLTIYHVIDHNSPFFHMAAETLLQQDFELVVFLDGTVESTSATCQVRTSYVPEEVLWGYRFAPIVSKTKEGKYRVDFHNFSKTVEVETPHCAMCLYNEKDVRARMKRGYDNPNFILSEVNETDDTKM
PPARg SRC-2 ag = PPARgamma-driven SRC-2 recruitment agonism. P37231. PPARgamma LBD-SRC-2 recruitment, biochemical. activation, % at 8 µM. 200,000 tested, 0.34% active. AID 1032; in the data active = activation above about 22%;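 also: 0% = vehicle and 100% = reference agonist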
Redox H2O2 prof = compounds producing H2O2 with reducing agent – biochemical, NIH compound library profiling, artefact control for MLSCN library redox annotation, primary screen; activation, % at 10 µM; 200,000 tested, 0.03% active; DTT-dependent redox cycling H2O2, phenol red/HRP absorbance; 100% = 100 µM peroxide control, 0% = buffer;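 active = activation of at least 50% relative to the plate's high and low controls in the primary single-dose screen; inactive = activation below 50%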;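 also: compound incubated with DTT at 0.8 mM final as the reducing agent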
RAM network inh = blocks the yeast RAM network; S. cerevisiae dse1pr::URA3 reporter, 5-FOA growth OD615, 2 d; analog-sensitive cbk1-as2 kinase mutant strain; inhibition, % at 50 µM; 190,000 tested, 1.8% active; AID 868;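 active = inhibition above a set limit, 3 SD over mean compound inhibition, cut at about 8.4% in these data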;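 also: 0% = DMSO-only wells with no growth and 100% = 10 µM 1-NA-PP1 full growth; inhibition rescues growth on 5-FOA so higher OD means more RAM inhibition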
SRC2 TRFRET art = TR-FRET artefact, counter-screen to PPARgamma/SRC-2 agonist assay | hits give high values | TR-FRET ratio at 8 µM | 200,000 tested, 0.4% active | AID 1049; in the data active = TR-FRET ratio above about 2000; also: inactives centre near 1500; reference of the scale not given here
S1P3 antagonist = blocks the human S1P3 receptor. 170,000 tested, 0.27% active. AID 485. inhibition, % at 4.98 µM. Q99500. CHO S1P3 NFAT-BLA reporter, FRET fluorescence, antagonist mode;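 active = inhibition above the plate cutoff, the mean inhibition of test wells on that plate plus 3 SD, cut at about 28% in these data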;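 also: cells challenged with S1P at its EC80 of 0.8 µM; blue over green emission ratio from cleaved BLA substrate after 4 h stimulation; 0% = S1P-stimulated wells and 100% = unstimulated DMSO-only wells; some compounds past the cut are filed as inactive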
Target sequence (Q99500 whole entry, looked up): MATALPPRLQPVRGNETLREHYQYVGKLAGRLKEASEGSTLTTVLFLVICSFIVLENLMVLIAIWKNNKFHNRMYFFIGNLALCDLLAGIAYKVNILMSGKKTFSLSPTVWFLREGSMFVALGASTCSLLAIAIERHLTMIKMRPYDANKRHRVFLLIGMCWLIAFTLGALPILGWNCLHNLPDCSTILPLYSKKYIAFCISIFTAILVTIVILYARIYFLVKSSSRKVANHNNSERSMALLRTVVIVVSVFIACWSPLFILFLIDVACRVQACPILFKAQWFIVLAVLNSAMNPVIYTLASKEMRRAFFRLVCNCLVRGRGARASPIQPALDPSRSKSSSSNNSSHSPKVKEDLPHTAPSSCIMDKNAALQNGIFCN
Efa HMGR inh = E. faecalis class II HMG-CoA reductase inhibition; purified E. faecalis HMGR, NADPH absorbance 340 nm kinetic; inhibition, % at 10 µM; AID 1066; 190,000 tested, 0.41% active;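 active = inhibition above a set limit, the median over all tested compounds plus 3 SD, cut at about 9.5% in these data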;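 also: enzyme runs in reverse so mevalonate oxidation gives rising NADPH absorbance; 0% = complete reaction with DMSO and 100% = background rate lacking mevalonate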
PPARg SRC1 recr = agonists of human PPARgamma SRC-1 coactivator recruitment; PPARgamma-SRC-1 coactivator recruitment biochemical assay; activation, % at 8 µM; 200,000 tested, 0.41% active; in the data active = activation above about 19%;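 also: 0% = DMSO and 100% = reference agonist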
Lmaj promast = Leishmania major promastigote growth inhibition. Leishmania major promastigotes, resazurin fluorescence viability. inhibition, % at 10 µM. AID 1063. 200,000 tested, 9% active; in the data active = inhibition above about 50%;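 also: promastigotes grown with compound for 44 hours at 28 °C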
PPARg SRC3 recr = promotes SRC-3 coactivator recruitment by human PPARgamma; biochemical PPARgamma/SRC-3 coactivator recruitment assay; activation, % at 8 µM; P37231; 200,000 tested, 0.26% active; in the data active = activation above about 23%;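 also: 0% = DMSO and 100% = reference agonist; some compounds past the cut are filed as inactive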
* marks the source's active call; other numbers are inactive results.

What do the screens show for `O=C(Nc1ccc(F)cc1)/C(Cl)=C/c1ccccc1`?
bIAP inhibitor: -1; ROMK mod: -0.22; PPARg SRC-2 ag: 3; Redox H2O2 prof: -0.2; RAM network inh: 4.0; SRC2 TRFRET art: 1489; S1P3 antagonist: -1; Efa HMGR inh: 1; PPARg SRC1 recr: -6; Lmaj promast: -5; PPARg SRC3 recr: -4

Results for CCOC(=O)N1CCN(C(=O)c2cnn3ccccc23)CC1 ?
bIAP inhibitor: -7; PPARg SRC-2 ag: -8; Redox H2O2 prof: -0.6; RAM network inh: 0.5; SRC2 TRFRET art: 1505; S1P3 antagonist: -17; Efa HMGR inh: -8; PPARg SRC1 recr: 10; Lmaj promast: -8; PPARg SRC3 recr: 6

Results for C=CCOc1ccc(CNCCc2ccc(S(N)(=O)=O)cc2)cc1 ?
bIAP inhibitor: 4; ROMK mod: -0.69; PPARg SRC-2 ag: -3; Redox H2O2 prof: -1.2; RAM network inh: 0.3; SRC2 TRFRET art: 1402; S1P3 antagonist: -10; Efa HMGR inh: 2; PPARg SRC1 recr: -2; Lmaj promast: 27; PPARg SRC3 recr: 0

What do the screens show for `COC(=O)Cc1nnc(NC(=O)c2ccccc2)s1`?
bIAP inhibitor: 8; PPARg SRC-2 ag: -7; Redox H2O2 prof: 0.0; RAM network inh: 0.8; SRC2 TRFRET art: 1409; S1P3 antagonist: -23; Efa HMGR inh: 1; PPARg SRC1 recr: -9; Lmaj promast: 7; PPARg SRC3 recr: -10

What do the screens show for `CCOCCOc1nc(C)cc(C)c1S(=O)(=O)c1ccccc1C`?
bIAP inhibitor: -3; ROMK mod: -0.017; PPARg SRC-2 ag: -7; Redox H2O2 prof: 0.0; RAM network inh: 3.7; SRC2 TRFRET art: 1417; S1P3 antagonist: -6; Efa HMGR inh: 3; PPARg SRC1 recr: 4; Lmaj promast: 11; PPARg SRC3 recr: -1

How did N#CCCn1cc(C(=O)Nc2ccc([N+](=O)[O-])cc2)c(-c2cc3ccccc3o2)n1 do in these assays?
bIAP inhibitor: 3; ROMK mod: -0.44; PPARg SRC-2 ag: 10; Redox H2O2 prof: -1.2; RAM network inh: 3.3; SRC2 TRFRET art: 1567; S1P3 antagonist: -13; Efa HMGR inh: -3; PPARg SRC1 recr: 4; Lmaj promast: 2; PPARg SRC3 recr: 1

What do the screens show for `Cc1ccccc1N(CC(=O)N/N=C/c1ccc(N(C)C)cc1)C(=O)c1ccccc1`?
bIAP inhibitor: 20; ROMK mod: -1.1; PPARg SRC-2 ag: 7; Redox H2O2 prof: -0.3; RAM network inh: -0.2; SRC2 TRFRET art: 1476; Efa HMGR inh: -4; PPARg SRC1 recr: 2; Lmaj promast: 99*; PPARg SRC3 recr: -5

How did Cc1ccccc1-c1nnc(NC(=O)CSc2nc3ccccc3s2)s1 do in these assays?
bIAP inhibitor: 17; ROMK mod: 0.26; PPARg SRC-2 ag: 8; Redox H2O2 prof: 0.6; RAM network inh: 3.4; SRC2 TRFRET art: 1663; S1P3 antagonist: -15; Efa HMGR inh: -3; PPARg SRC1 recr: -1; Lmaj promast: -6; PPARg SRC3 recr: 1

Results for CC(C)(C)c1nc(CN2CCOCC2)ccc1O ?
bIAP inhibitor: 2; PPARg SRC-2 ag: 3; Redox H2O2 prof: 1.7; RAM network inh: 0.0; SRC2 TRFRET art: 1497; S1P3 antagonist: -7; Efa HMGR inh: 1; PPARg SRC1 recr: 6; Lmaj promast: 4; PPARg SRC3 recr: -1

How did CC(=O)c1ccc(N2CCN(C(=O)c3ccco3)C(C)C2)c(F)c1 (centres undefined) do in these assays?
bIAP inhibitor: 6; ROMK mod: -0.19; PPARg SRC-2 ag: 1; Redox H2O2 prof: 1.8; RAM network inh: 1.4; SRC2 TRFRET art: 1532; S1P3 antagonist: 0; Efa HMGR inh: -1; PPARg SRC1 recr: 3; Lmaj promast: 64*; PPARg SRC3 recr: -13

How did O=C(c1ccc(CSc2nc3ccncc3[nH]2)cc1)N1CCN(c2cccc(Cl)c2)CC1 do in these assays?
bIAP inhibitor: 13; ROMK mod: -3.5*; PPARg SRC-2 ag: -7; Redox H2O2 prof: 0.6; RAM network inh: 0.1; SRC2 TRFRET art: 1549; S1P3 antagonist: 7; Efa HMGR inh: -2; PPARg SRC1 recr: -8; Lmaj promast: 33; PPARg SRC3 recr: 0

Results for COc1ccc(CC(=O)N2CCC(c3ccccc3)C2)cc1 (centres undefined) ?
bIAP inhibitor: -11; ROMK mod: 0.77; PPARg SRC-2 ag: -7; Redox H2O2 prof: 0.2; RAM network inh: 3.0; SRC2 TRFRET art: 1438; S1P3 antagonist: -3; Efa HMGR inh: 5; PPARg SRC1 recr: 15; Lmaj promast: 1; PPARg SRC3 recr: 5

Results for COCCNC(=O)c1onc(CSc2cc(C)cc(C)c2)c1C(=O)O ?
bIAP inhibitor: 8; PPARg SRC-2 ag: 6; Redox H2O2 prof: 11; RAM network inh: 4.1; SRC2 TRFRET art: 1516; Efa HMGR inh: -1; PPARg SRC1 recr: 3; Lmaj promast: -9; PPARg SRC3 recr: -1

Results for CCOC(=O)N(NC(=O)C(O)(c1ccccc1)c1ccccc1)c1ccccc1 ?
bIAP inhibitor: 21; PPARg SRC-2 ag: 9; Redox H2O2 prof: 0.1; RAM network inh: 2.6; SRC2 TRFRET art: 1449; S1P3 antagonist: 6; Efa HMGR inh: 1; PPARg SRC1 recr: 15; Lmaj promast: 2; PPARg SRC3 recr: -1

What do the screens show for `CCOc1cccc2sc(NC(=O)CC)nc12`?
bIAP inhibitor: 7; ROMK mod: 0.62; PPARg SRC-2 ag: 4; Redox H2O2 prof: 0.2; RAM network inh: 1.6; SRC2 TRFRET art: 1479; Efa HMGR inh: -3; PPARg SRC1 recr: -6; Lmaj promast: 26; PPARg SRC3 recr: -3

Results for O=C1C2C3C=CC(C3)C2C(=O)N1c1ccc(-c2nc3ccccc3o2)cc1 (centres undefined) ?
bIAP inhibitor: 1; ROMK mod: -0.33; PPARg SRC-2 ag: -12; Redox H2O2 prof: 0.1; RAM network inh: 2.6; SRC2 TRFRET art: 1335; S1P3 antagonist: 19; Efa HMGR inh: 0; PPARg SRC1 recr: -9; Lmaj promast: 3; PPARg SRC3 recr: -17

Results for COc1cccc(C=Nc2cc(C)cc(C)c2)c1O ?
bIAP inhibitor: 7; ROMK mod: 1.3; PPARg SRC-2 ag: 2; Redox H2O2 prof: -0.6; RAM network inh: 0.5; SRC2 TRFRET art: 1743; S1P3 antagonist: -8; Efa HMGR inh: -7; PPARg SRC1 recr: 0; Lmaj promast: 42; PPARg SRC3 recr: 2

Results for CSc1nccc(Oc2ccc(C#N)cc2)n1 ?
bIAP inhibitor: 4; ROMK mod: -0.22; PPARg SRC-2 ag: 7; Redox H2O2 prof: 0.1; RAM network inh: 0.5; SRC2 TRFRET art: 1584; S1P3 antagonist: -3; Efa HMGR inh: 1; PPARg SRC1 recr: -1; Lmaj promast: 33; PPARg SRC3 recr: 2

How did O=C(CN1CCN(Cc2ccccc2)CC1)Nc1ccc(N2CCOCC2)cc1 do in these assays?
bIAP inhibitor: -5; ROMK mod: -0.45; PPARg SRC-2 ag: 0; Redox H2O2 prof: -1.5; RAM network inh: 0.7; SRC2 TRFRET art: 1422; S1P3 antagonist: -8; Efa HMGR inh: 0; PPARg SRC1 recr: 4; Lmaj promast: 10; PPARg SRC3 recr: 5

What do the screens show for `CC(C)Cn1c(N)c(C(=O)CSc2nc3ccccc3n2C)c(=O)n(C)c1=O`?
bIAP inhibitor: 1; PPARg SRC-2 ag: 1; Redox H2O2 prof: 1.9; RAM network inh: 4.4; SRC2 TRFRET art: 1572; Efa HMGR inh: -8; PPARg SRC1 recr: 1; Lmaj promast: -4; PPARg SRC3 recr: 8

How did S=c1[nH]nc(-c2ccco2)n1/N=C/c1cccc(Cl)c1Cl do in these assays?
bIAP inhibitor: -30; ROMK mod: 0.47; PPARg SRC-2 ag: 8; Redox H2O2 prof: -0.6; RAM network inh: 0.6; SRC2 TRFRET art: 1579; S1P3 antagonist: -13; Efa HMGR inh: -2; PPARg SRC1 recr: -2; Lmaj promast: -6; PPARg SRC3 recr: 3

How did CCCCOCCCNC(=O)N[C@@H](CCSC)C(=O)OC do in these assays?
bIAP inhibitor: 10; PPARg SRC-2 ag: 8; Redox H2O2 prof: 0.2; RAM network inh: 0.9; SRC2 TRFRET art: 1564; S1P3 antagonist: -29; Efa HMGR inh: 1; PPARg SRC1 recr: -3; Lmaj promast: -7; PPARg SRC3 recr: 6

What do the screens show for `O=C(CSc1nc2ccccc2s1)N1c2ccccc2Sc2ccc(Cl)cc21`?
bIAP inhibitor: 20; PPARg SRC-2 ag: 8; Redox H2O2 prof: 3.1; RAM network inh: 5.8; SRC2 TRFRET art: 1622; Efa HMGR inh: -6; PPARg SRC1 recr: 5; Lmaj promast: 23; PPARg SRC3 recr: 9

Results for CCOC(=O)C1CCN(C(=O)/C=C/c2cccs2)CC1 ?
bIAP inhibitor: -4; ROMK mod: -0.03; PPARg SRC-2 ag: 3; Redox H2O2 prof: -0.2; RAM network inh: 1.9; SRC2 TRFRET art: 1554; S1P3 antagonist: -8; Efa HMGR inh: 1; PPARg SRC1 recr: 2; Lmaj promast: -2; PPARg SRC3 recr: 6

What do the screens show for `CCSc1nnc(NC(=O)c2ccc(Br)s2)s1`?
bIAP inhibitor: -3; PPARg SRC-2 ag: 2; Redox H2O2 prof: 1.0; RAM network inh: 5.1; SRC2 TRFRET art: 1552; S1P3 antagonist: -2; Efa HMGR inh: -8; PPARg SRC1 recr: 1; Lmaj promast: 6; PPARg SRC3 recr: 3

Results for Cc1ccc(CSCC(=O)N/N=C/c2sccc2C)cc1 ?
ROMK mod: 0.021; PPARg SRC-2 ag: -1; Redox H2O2 prof: -0.3; RAM network inh: -1.8; SRC2 TRFRET art: 1594; Efa HMGR inh: 0; PPARg SRC1 recr: -1; Lmaj promast: 12; PPARg SRC3 recr: 11

What do the screens show for `O=C(CNc1n[nH]c(=O)[nH]c1=O)N/N=C/c1cccnc1`?
bIAP inhibitor: 12; PPARg SRC-2 ag: -5; Redox H2O2 prof: 0.3; RAM network inh: 2.0; SRC2 TRFRET art: 1705; S1P3 antagonist: 39*; Efa HMGR inh: -5; PPARg SRC1 recr: 0; Lmaj promast: -2; PPARg SRC3 recr: 1

How did Cc1occc1C(=O)NC(C)C(C)(C)C (centres undefined) do in these assays?
bIAP inhibitor: 7; ROMK mod: -0.046; PPARg SRC-2 ag: 12; Redox H2O2 prof: 1.2; RAM network inh: 0.2; SRC2 TRFRET art: 1405; S1P3 antagonist: 13; Efa HMGR inh: -1; PPARg SRC1 recr: 0; Lmaj promast: -3; PPARg SRC3 recr: -2

Results for Cc1ccnc(NS(=O)(=O)c2ccc(NC(=O)C3CCCCC3C(=O)O)cc2)n1 (centres undefined) ?
bIAP inhibitor: 8; PPARg SRC-2 ag: 7; Redox H2O2 prof: 2.5; RAM network inh: 0.4; SRC2 TRFRET art: 1686; S1P3 antagonist: -6; Efa HMGR inh: -1; PPARg SRC1 recr: 12; Lmaj promast: -6; PPARg SRC3 recr: 5

Screening results as filed in PubChem.
